Screening data from PubChem BioAssay.
LDHA inh = qHTS assay for inhibitors of human lactate dehydrogenase; L-lactate dehydrogenase A chain (Homo sapiens), P00338; purified LDHA, NADH/diaphorase-resazurin fluorescence; hits give low values; activity change, % (values are at about 110 or 230 µM); hit rate 0.15% among 480,000; AID 1347041, 2019; in the data active means activity change below about -30%; inconclusive means mostly about -25% to -30%;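 further: plate controls were DMSO wells for no effect and wells without enzyme for full effect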
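Remaining NADH was detected by diaphorase (0.133 mg/mL) converting 37 µM resazurin to fluorescent resorufin, read at 0 and 20 minutes. The preceding 5-minute room-temperature reaction used 2 nM LDHA, 0.2 mM sodium pyruvate and 0.06 mM NADH at pH 7.4.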
RXFP1 agonist = qHTS Assay for Agonists of the Relaxin Receptor RXFP1. HEK293T-RXFP1 cAMP TR-FRET, 30 min; response scale: percent of porcine relaxin response, buffer zero. Potency, µM (top dose mostly 57.5 µM), for the others: at the top dose activation, usual class: activators. hit rate 0.3% among 370,000. AID 2676, 2010; further: potency means the concentration at half of the fitted maximal effect; on the % scale 0 is the no-effect control and ±100 the full control effect; nearly all actives have a fitted effect of over 60% in size; many of its hits are not listed in these tables
Target sequence (Q9HBX9 whole entry, looked up): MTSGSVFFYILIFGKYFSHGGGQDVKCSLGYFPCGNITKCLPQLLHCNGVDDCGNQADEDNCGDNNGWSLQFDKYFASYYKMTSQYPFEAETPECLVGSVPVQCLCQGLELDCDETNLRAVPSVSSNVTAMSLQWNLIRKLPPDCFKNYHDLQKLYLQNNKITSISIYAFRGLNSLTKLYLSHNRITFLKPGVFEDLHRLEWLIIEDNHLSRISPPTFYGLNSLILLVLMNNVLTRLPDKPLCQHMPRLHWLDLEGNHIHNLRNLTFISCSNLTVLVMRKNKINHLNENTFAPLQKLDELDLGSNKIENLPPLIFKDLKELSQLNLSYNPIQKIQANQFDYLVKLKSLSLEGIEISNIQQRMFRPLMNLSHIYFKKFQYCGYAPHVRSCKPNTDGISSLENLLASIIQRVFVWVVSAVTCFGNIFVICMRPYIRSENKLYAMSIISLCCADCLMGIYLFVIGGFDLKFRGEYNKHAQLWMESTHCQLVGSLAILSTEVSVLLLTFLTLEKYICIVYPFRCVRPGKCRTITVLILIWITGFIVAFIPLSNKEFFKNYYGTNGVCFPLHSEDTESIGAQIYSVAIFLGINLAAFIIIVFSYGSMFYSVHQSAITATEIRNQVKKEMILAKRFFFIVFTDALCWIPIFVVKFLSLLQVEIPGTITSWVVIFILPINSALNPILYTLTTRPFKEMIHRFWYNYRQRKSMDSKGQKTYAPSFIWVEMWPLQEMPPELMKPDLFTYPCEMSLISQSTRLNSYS
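HEK293T cells stably expressing RXFP1 were pretreated with the PDE4 inhibitor Ro 20174, exposed to compounds for 30 min at 37C, lysed, and cAMP was read by TR-FRET. Data normalized to buffer (basal) and 29 nM porcine relaxin (100%).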
Vif-APOBEC3F blk = qHTS for Inhibitors of Vif-A3F Interactions: qHTS | AID 602313, 2012 | Potency, µM (series often up to 46.1 µM), inactives show at the highest dose activity, negative = active | hit rate 0.2% among 390,000 | HeLa A3F-eYFP + Vif (tagged APOBEC3F with the HIV-1 protein that degrades it), YFP fluorescence increase; further: potency means the concentration at half of the fitted maximal effect; % of control where 0% means no effect; nearly all actives have a fitted effect of over 65% in size
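Fluorescence increase (Ex 488/Em 500-530) after overnight compound treatment at 37 deg C flags inhibition of Vif-driven A3F-eYFP loss in stable HeLa A3F-eYFP/Vif cells seeded overnight beforehand.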
IDH1 R132H inh = qHTS for Inhibitors of mutant isocitrate dehydrogenase 1 (IDH1): qHTS | Isocitrate dehydrogenase [NADP] cytoplasmic (Homo sapiens), O75874 | IDH1-R132H enzyme, NADPH consumption, diaphorase/resazurin fluorescence | Potency, µM (doses to about 76.6 µM), inactives show at the highest dose activity change, negative = inhibition, most hits filed as inhibitors | hit rate 0.093% among 390,000 | AID 602179, 2012; further: potency means the concentration at half of the fitted maximal effect; on the % scale 0 is the no-effect control and ±100 the full control effect; nearly all actives have a fitted effect of over 65% in size
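IDH1-R132H (0.5 ug/mL dispensed) in pH 7.5 Tris buffer was preincubated 30 min with compound, then given a substrate mix of 0.016 mM NADPH and 2 mM alpha-KG for 80 min at room temperature; remaining NADPH was read by diaphorase/resazurin fluorescence.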
TrxR1 substrate = qHTS Assay for Substrates of Mammalian Selenoprotein Thioredoxin Reductase 1 (TrxR1): qHTS; Thioredoxin reductase 1, cytoplasmic (Rattus norvegicus), O89049; purified TrxR1 substrate turnover, NADPH consumption readout; Potency, µM (top dose mostly 114 µM), for inactives: at the top dose activity change, negative = substrate turnover; hit rate 0.01% among 390,000; AID 588456, 2011; further: potency means the concentration at half of the fitted maximal effect; on the % scale 0 is the no-effect control and ±100 the full control effect; nearly all actives have a fitted effect of over 50% in size
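Rat TrxR1, dispensed at 90 nM, was prereduced with 400 uM NADPH (final) for 5 min at ~22 deg C, then incubated with compound 15 min before 400 uM selenite. A first-read NADPH fluorescence drop versus no-compound background flagged substrates.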
USP1 inh = Inhibitors of USP1/UAF1: Primary Screen; Ubiquitin carboxyl-terminal hydrolase 1 (Homo sapiens), O94782; recombinant USP1/UAF1, Ub-Rhodamine cleavage fluorescence; Potency, µM (doses to about 57.1 µM), for inactives: at the highest dose activity change, negative = inhibition, actives largely listed as inhibitors; hit rate 0.23% among 390,000; AID 743255, 2014; further: potency means the concentration at half of the fitted maximal effect; on the % scale 0 is the no-effect control and ±100 the full control effect; nearly all actives have a fitted effect of over 60% in size; inactives centre near -12
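High-throughput fluorogenic screen: 1nM USP1/UAF1 complex, Ub-Rho substrate 150nM final, 50mM HEPES pH 7.8 with 0.5mM EDTA, 0.1 mg/ml BSA, 1mM TCEP and 0.01% Tween-20.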
GRP78 ERSR act = qHTS for Inducers of the Endoplasmic Reticulum Stress Response (ERSR) in Human Glioma: qHTS | AID 602332, 2012 | hit rate 0.02% among 420,000 | U87-MG GRP78 promoter luciferase reporter, 16 h | Potency, µM, inactives show at the top dose activation, actives largely listed as activators; further: potency means the concentration at half of the fitted maximal effect; series mostly up to about 76 µM; % of control where 0% means no effect; nearly all actives have a fitted effect of over 35% in size
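Stably transfected U87-MG glioma cells carrying a GRP78-based luciferase sensor; 16 h compound incubation. Luminescence end-point read 10 min after Bright-Glo addition at room temperature.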
Vif-APOBEC3G blk = qHTS for Inhibitors of Vif-A3G Interactions: qHTS; DNA dC->dU-editing enzyme APOBEC-3G (Homo sapiens), Q9HC16; HeLa A3G-eYFP + Vif (tagged APOBEC3G with the HIV-1 protein that degrades it), YFP fluorescence, overnight; Potency, µM (highest dose often 46.1 µM), for the others: at the top dose activity, negative = active, usual class: inhibitors; hit rate 0.076% among 410,000;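 further: potency means the concentration at half of the fitted maximal effect; on the % scale 0 is the no-effect control and ±100 the full control effect; nearly all actives have a fitted effect of over 60% in size; hits raise eYFP signal because A3G escapes Vif-driven loss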
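Read-out is eYFP fluorescence (Ex 488/Em 500-530) from Vif-expressing HeLa A3G-eYFP cells; more signal means A3G escaped Vif-mediated degradation. Cells plated overnight, compound pinned in, incubated overnight at 37 deg C.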
PI4K2A inh = qHTS for small molecular inhibitors of PI4K2A | purified PI4K2A, ADP-Glo luminescence, 1 h; hits give low values | hit rate 0.13% among 420,000 | AID 1346378, 2018 | Phosphatidylinositol 4-kinase type 2-alpha (Homo sapiens), Q9BTU6 | activity change, negative = inhibition, % at 76.9 µM; in the data active means activity change below about -50%; inconclusive means mostly about -30% to -49%;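 further: -100% = wells without enzyme as full effect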
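Compounds are screened against recombinant PI4K2A using PI as substrate and ATP, the latter dispensed at 300 microM. Reactions run one hour at ambient temperature before ADP-Glo detection; full inhibition defined by wells lacking enzyme.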
Starred values were filed as active, the others as inactive; ? = inconclusive; . = not tested or not shown; & = joins results of further samples; [ ] = remark or other dose. Unless noted, the call rests on the fitted dose curve; in most records, active means well fitted curve in the direction sought with a large enough effect; inconclusive means small, poorly fitted or top-dose-only effect, or another doubt; inactive means no such curve, though single readings can be large; an effect the other way counts as inactive or inconclusive. Some of the compounds tested; rates above refer to the full screens.

SMILES | LDHA inh | RXFP1 agonist | Vif-APOBEC3F blk | IDH1 R132H inh | TrxR1 substrate | USP1 inh | GRP78 ERSR act | Vif-APOBEC3G blk | PI4K2A inh
Cc1ccc(NC(=S)c2ccc3ccccc3n2)c(C)c1 | -5 | 0.5% | 2% | 1% | -2% | -15% | 5% | 1% | 0
COc1cc(OC)cc(C(=O)NCc2ccc(-n3cccc3)cc2)c1 | -20 | -1.7% | -4% | 14% | -5% | -20% | -4% | ? | -1
CC(=O)N1c2ccccc2[C@H](C)[C@H]1C | -1 | 0.4% | -5% | -2% | -5% | -2% | -6% | -1% | 0
Cc1ccc(S(=O)(=O)c2c(COC(=O)c3ccccc3Cl)c(-c3ccccc3)nn2C)cc1 | -2 | -0.8% | -23% | -4% | -4% | -2% | -2% | -9% | -2
O=C(COc1ccc(S(=O)(=O)N2CCOCC2)cc1)Nc1ccccc1F | -5 | -0.3% | -9% | 1% | -2%[57.1 µM] | -17% | 0% | -4% | -4
COc1ccc(C)cc1NC(=O)CN1CCN(S(=O)(=O)c2ccc3ccccc3c2)CC1 | -2 | 0.4% | 1% | 1% | -15% | -10% | -8% | 1% | -4
COCc1cc(CN2CCCC(C(=O)Nc3ccc(-c4ccco4)cc3)C2)ccc1OC (configuration not stated) | -3 | 1.7% | ? | 0% | 7% | -28% | 0% | -7% | -3
O=C(O)c1cccc(NC(=S)NC(=O)c2ccc3ccccc3c2)c1 | 1 | -0.4% | 1% | 0% | 5% | -24% | -14% | -6% | -2
O=C(O)CCNC(=O)OCC1c2ccccc2-c2ccccc21 | -4 | -0.8% | -1% | 27% | 3% | -12% | 2% | 2% | 2
COc1ccccc1CNc1ccc(C(=O)O)cc1 | -2 | 0.1% | -4% | 0% | 4% | -19% | 2% | 1% | 0
Nc1nc(CSc2ncn(-c3ccccc3)n2)cs1 | 1 | -1.4% | 5% | -1% | 4% | -13% | -3% | -7% | -4
CCOC(=O)/C(C#N)=C1/CCCCCN1C | -6 | 0.6% | 1% | 1% | 6%[57.1 µM] | -16% | -5% | -3% | 7
Cc1nc(-c2ccc(S(=O)(=O)Nc3ccc(S(N)(=O)=O)cc3)cc2)co1 | -6 | -0.7% | 3% | 3% | -13% | -7% | -4% | -2% | -7
C[C@H]1CC[C@]2(O[C@@H](CCO)C[C@H](O)[C@H]2O)O1 | -3 | . | -1% | -8% | 5% | -17% | -4% | -3% | 0
CCCCN(C)CCCNC(=O)Cn1c(=O)sc2ccccc21 | 0 | -0.7% | -4% | 5% | 0%[57.1 µM] | -9% | -3% | 1% | 1
CCOC(=O)Nc1ccc2c(c1)Sc1ccccc1N2C(=O)CCN1CCOCC1 | 0 | -0.3% | -6% | 2% | 7%[57.1 µM] | -19% | -7% | -9% | 0
Cc1cc(N)ccc1S(C)(=O)=O | -5 | -0.2% | 1% | 7% | 8% | -9% | -6% | 2% | 3
N#Cc1cnc2nc(SCc3ccccc3)nn2c1 | -1 | 3.2% | 13% | 4% | 3% | -9% | -8% | 0% | 3
CNc1nc2cc([N+](=O)[O-])c([N+](=O)[O-])cc2nc1NC | 1 | -2.3% | 11% | 4% | 6%[57.1 µM] | -16% | -1% | 3% | -7
O=C(CNC(=O)c1ccc(Cl)cc1)NC1CCCCC1 | 0 | 0.6% | -19% | 13% | 21% | -21% | -1% | 2% | -7

A second format for part of the listing above.
mol	LDHA inh	RXFP1 agonist	Vif-APOBEC3F blk	IDH1 R132H inh	TrxR1 substrate	USP1 inh	GRP78 ERSR act	Vif-APOBEC3G blk	PI4K2A inh
COc1ccc(C)cc1NC(=O)CN1CCN(S(=O)(=O)c2ccc3ccccc3c2)CC1	-2	0.4%	1%	1%	-15%	-10%	-8%	1%	-4
Cc1ccc(NC(=S)c2ccc3ccccc3n2)c(C)c1	-5	0.5%	2%	1%	-2%	-15%	5%	1%	0
O=C(COc1ccc(S(=O)(=O)N2CCOCC2)cc1)Nc1ccccc1F	-5	-0.3%	-9%	1%	-2%[57.1 µM]	-17%	0%	-4%	-4

Entries of single compounds from above. Order of values: LDHA inh	RXFP1 agonist	Vif-APOBEC3F blk	IDH1 R132H inh	TrxR1 substrate	USP1 inh	GRP78 ERSR act	Vif-APOBEC3G blk	PI4K2A inh
O=C(CNC(=O)c1ccc(Cl)cc1)NC1CCCCC1 is listed as 0	0.6%	-19%	13%	21%	-21%	-1%	2%	-7
O=C(COc1ccc(S(=O)(=O)N2CCOCC2)cc1)Nc1ccccc1F is listed as -5	-0.3%	-9%	1%	-2%[57.1 µM]	-17%	0%	-4%	-4

(cont.)
SMILES | LDHA inh | RXFP1 agonist | Vif-APOBEC3F blk | IDH1 R132H inh | TrxR1 substrate | USP1 inh | GRP78 ERSR act | Vif-APOBEC3G blk | PI4K2A inh
CCSc1ccccc1C(=O)Nc1cc(OC)c(OC)c(OC)c1 | -10 | 23% | -15% | 12% | -3%[57.1 µM] | -4% | 0% | -2% | -8
CN(CC(=O)Nc1ccccc1Cl)C(=O)c1cccc(S(=O)(=O)N2CCN(Cc3ccccc3)CC2)c1 | 2 | 2.4% | 2% | 3% | 0% | -16% | -1% | 0% | -4
C(#CC1CCCC1)c1ccc2c(c1)COc1c3ccccc3nn1-2 | -2 | -0.1% | 2% | -7% | 4%[57.1 µM] | -8% | 5% | 1% | -3
CCOC(=O)c1sc2ncn(C(CC)C(=O)OC)c(=O)c2c1C (configuration not stated) | 1 | -3.0% | 1% | 1% | 6% | -12% | 0% | 0% | 4
COc1cc2nc(COc3ccc(C#N)cc3)n(CC#N)c(=O)c2cc1OC | -5 | 3.2% | 6% | 3% | 6% | -19% | -2% | 0% | 0
Cc1cccc(C(=O)N[C@H](C(=O)Nc2cccc(S(=O)(=O)N3CCCC3)c2)C(C)C)c1 | 1 | 0.2% | -15% | -2% | 3% | -11% | -2% | -4% | 2
CCOC(=O)N1CCC(NC(=O)CS(=O)(=O)Cc2nc(-c3ccc(OC)cc3)oc2C)CC1 | -3 | 4.4% | -9% | 6% | 5%[57.1 µM] | -19% | -4% | 1% | 9
CCNC(=O)C1CCCN(C(=O)c2ccc(OC)cc2OC)CC1 (configuration not stated) | -8 | . | . | . | . | . | 1% | 0% | -4
Nc1nc(-c2ccc(Cl)cc2)nnc1-c1ccc(Br)cc1 | -7 | ? | ? | 0% | -14% | -13% | 1% | -13% | -1
Cc1ccc2cc(/C=C(\C#N)C(N)=O)c(N3CCCCC3)nc2c1 | -4 | 7.1% | -1% | -9% | -8% | -18% | 0% | -6% | 3
COc1ccc(CCCc2nnc(SCC(=O)Nc3nccs3)n2C)cc1C | -1 | 0.1% | . | 4% | 0% | 1% | -5% | 0% | 2
Cn1ccnc1C1CCCCN1C(=O)c1cc(COc2ccc(F)cc2Cl)on1 (configuration not stated) | -3 | 0.2% | -12% | 5% | -2%[57.1 µM] | -14% | -3% | 0% | 0
CCNc1c(NS(=O)(=O)c2ccc(F)c(Cl)c2)c(=O)oc2ccccc12 | -7 | -0.3% | 8% | -4% | 3%[57.1 µM] | -20% | -1% | -4% | 0
CCOc1ccccc1N1CCN(C(=O)c2cc(-c3cc(OC)ccc3OC)nc3ccccc23)CC1 | -7 | 2.3% | 2% | 0% | -10% | 16µM* | -5% | -7% | -2
O=C(c1cc(Cl)nc2ccccc12)N(Cc1nnc(-c2ccccc2Cl)o1)C1CC1 | -3 | . | ? | 1% | -8% | -7% | -1% | 0% | 1
CN1CCN(C(=O)c2cnn(-c3ccccc3)c2C2CCN(C(=O)OC(C)(C)C)CC2)CC1 | 5 | -0.5% | 0% | 15% | -4% | -25% | -3% | -1% | -2
Nc1cc2c(cc1Cl)-c1ccc(Cl)cc1C2 | -5 | . | -11% | 9% | -9% | -11% | 6% | -7% | -3
COc1ccccc1/C=N/NC(=O)c1c(-c2ccccc2)noc1C | -6 | 2.8% | -7% | 35%[activator] | -5% | -25% | -2% | 4% | -2
COc1ccc(CCn2c(C(C)C)nc3oc4ccccc4c(=O)c3c2=O)cc1 | -6 | 10% | -2% | -4% | 0% | -9% | -4% | -9% | 10
COCc1cc(C)n(CC(=O)Nc2c(C)cccc2C)c(=O)c1C#N | -2 | 2.0% | 2% | 5% | 27% | -7% | -1% | 1% | 2
COc1ccc(C2/C=C\CC(OCc3ccccc3)CC(=O)N2Cc2cccc(F)c2)cc1 (configuration not stated) | -6 | . | 1% | 6% | -8% | -12% | -5%&-7% | 4% | -1
